PG9 Ab binder = small molecules binding HIV-1 gp120 antibody PG9; inhibition, % at 6.7 µM; 360,000 compounds, 0.43% hits; TR-FRET gp120-PG9 antibody binding; AID 624416; in the data active = inhibition above about 8.5%
UHRF1 binding = UHRF1 methyl-DNA binding inhibition; Q96T88; UHRF1 binding to methylated oligo, TR-FRET; inhibition, % at 4.4 µM; 370,000 compounds, 0.75% hits; in the data active = inhibition above about 21%;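 also: UHRF1 SRA domain binding a hemimethylated CpG hairpin DNA probe; 0% = median of test compound wells and 100% = reference inhibitor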
TCR-CD3 inh = blocks the human TCR-CD3 interaction. TAMRA-labeled TCR probe fluorescence, biochemical. inhibition, % at 9.4 µM. 360,000 compounds, 0.37% hits. AID 651800; in the data active = inhibition above about 19%;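 also: recombinant mutant TCR 2C K166C tagged with TAMRA read by polarization; 0% = receptor in buffer alone and 100% = receptor with positive control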
HTRA1 inhibitor = blocks human HTRA1 serine peptidase. Q92743. recombinant HTRA1, FP-rhodamine activity-based probe, fluorescence polarization. inhibition, % at 5.96 µM. 340,000 compounds, 0.5% hits; in the data active = inhibition above about 36%;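 also: 0% = enzyme with DMSO and 100% = wells lacking enzyme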
PRMT1 FP inh = PRMT1 (human) inhibition, primary screen | Q99873 | recombinant PRMT1, activity-based probe fluorescence polarization | inhibition, % at 2.79 µM | 370,000 compounds, 1.3% hits;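 active = inhibition above about 21% made by adding two undisclosed values, limit read from the data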
Target sequence (Q99873 whole entry, looked up): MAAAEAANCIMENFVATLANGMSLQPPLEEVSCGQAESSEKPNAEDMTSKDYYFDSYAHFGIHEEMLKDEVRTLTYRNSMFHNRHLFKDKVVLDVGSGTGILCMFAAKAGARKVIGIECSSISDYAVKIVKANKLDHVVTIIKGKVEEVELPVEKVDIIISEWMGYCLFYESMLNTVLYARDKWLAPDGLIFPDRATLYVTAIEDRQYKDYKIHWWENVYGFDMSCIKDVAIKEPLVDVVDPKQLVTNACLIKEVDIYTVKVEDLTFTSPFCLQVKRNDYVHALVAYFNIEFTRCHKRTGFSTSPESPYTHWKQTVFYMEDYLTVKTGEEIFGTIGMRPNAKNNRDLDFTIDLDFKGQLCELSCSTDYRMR
rCAG RNA binder = molecules binding r(CAG) RNA repeats. 370,000 compounds, 1.3% hits. r(CAG) RNA repeat, TO-PRO-1 dye displacement fluorescence. inhibition, % at 3 µM;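 active = inhibition above the plate cutoff, the mean of all test compounds on that plate plus 3 SD, cut at about 35% in these data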;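 also: 0% = DMSO alone and 100% = 100 µM mitoxantrone as full dye displacement; higher means more dye released from RNA so lower well fluorescence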
Rev-erbA mod = modulates human Rev-erb alpha binding to DNA; 370,000 compounds, 0.79% hits; activity, % at 10 µM; AID 1259318; Rev-erbα–FITC-DNA binding, fluorescence polarization, 90 min;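 active = activity above about 14%, limit read from the data; passing the limit was not always enough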;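 also: 0% = DMSO wells with 35 nM protein and 100% = DMSO wells with 750 nM protein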
MBD2 DNA inh = inhibitors of human MBD2 binding to methylated oligonucleotide; Q9UBB5; TR-FRET; inhibition, % at 4.4 µM; 370,000 compounds, 0.31% hits; AID 686964; in the data active = inhibition above about 13%
Target sequence (Q9UBB5 whole entry, looked up): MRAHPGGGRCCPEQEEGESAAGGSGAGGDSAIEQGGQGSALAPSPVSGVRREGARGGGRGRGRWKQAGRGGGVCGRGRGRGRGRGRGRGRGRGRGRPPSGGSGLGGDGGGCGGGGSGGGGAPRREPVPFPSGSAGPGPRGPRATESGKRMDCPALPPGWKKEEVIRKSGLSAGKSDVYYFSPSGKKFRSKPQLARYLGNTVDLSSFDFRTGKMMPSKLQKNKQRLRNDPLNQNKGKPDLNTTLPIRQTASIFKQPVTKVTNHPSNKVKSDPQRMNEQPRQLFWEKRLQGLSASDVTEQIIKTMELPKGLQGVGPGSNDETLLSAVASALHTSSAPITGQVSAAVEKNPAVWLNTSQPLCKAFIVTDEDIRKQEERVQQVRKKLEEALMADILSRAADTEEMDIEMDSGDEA
mABHD4 FP = inhibitors of mouse ABHD4; 370,000 compounds, 0.54% hits; inhibition, % at 8.92 µM; purified mABHD4, FP-Rh probe fluorescence polarization; Q8VD66; AID 720543;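 active = inhibition exceeding the mean over every tested compound plus 3 SD, cut at about 30% in these data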;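 also: 0% = plate median of compound wells and 100% = S159A mutant with DMSO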
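Test system: mABHD4 protein | Buffer or medium: HEPES pH 7.0 buffer, 150 mM NaCl, 0.01% Pluronic F-127 | Probe or stimulus: FP-Rh fluorescent activity-based probe, added after compound pre-incubation | Timing: Pre-incubation 45 min, probe exposure 60 min, at 25 °C | Technique: Fluorescence polarization, excitation 525 nm, emission 598 nm, BODIPY TMR filters | Repeats: Single well per compound (singlicate)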
LEDGF integ inh = blocks HIV-1 LEDGF/p75-dependent DNA integration | inhibition, % at 3.7 µM | AID 743269 | TR-FRET IN-LEDGF/p75 DNA integration, Eu/Cy5 | 370,000 compounds, 0.64% hits;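 active = inhibition above the screen-wide mean plus 3 SD, cut at about 13% in these data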;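 also: signal is the Cy5 over europium emission ratio at 671 and 618 nm; 0% = plate median of compound wells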
* hit, by the source's call; nt = not tested or not shown. Some of the compounds tested; rates above refer to the full screens.

molecule	PG9 Ab binder	UHRF1 binding	TCR-CD3 inh	HTRA1 inhibitor	PRMT1 FP inh	rCAG RNA binder	Rev-erbA mod	MBD2 DNA inh	mABHD4 FP	LEDGF integ inh
COc1cc(Cl)c(C)cc1NC(=O)CSc1sc2c(O)cc(=O)[nH]c2c1C#N	1.3	33.1*	-2.8	-2.8	35.6*	48.6*	-7.4	17.5*	-4.5	10.5
COc1ccccc1NC(=O)Nc1ccc2c(c1)nc(C)n2C	0.3	1.5	1.0	-7.2	-2.5	-2.2	-3.0	-0.5	-1.7	0.7
CCOc1ccc(NC(=O)CSc2nnc(C3CC3)n2C)cc1	-0.8	1.9	0.5	0.7	-0.1	-6.2	-0.4	1.5	0.7	4.1
CCOC(=O)c1ccc(N/C=C2/CCCC(C)C2=O)cc1 (stereo not given)	0.7	-2.2	5.2	-1.7	-2.7	1.2	3.8	0.5	0.8	0.1
Cc1cc(C(=O)N/N=C2\CC(=O)CC(C)(C)C2)n[nH]1	-2.2	-0.8	4.1	-1.3	2.4	-0.3	0.3	-2.0	-8.6	1.9
Cc1ccc(C(=O)CNc2ccc(C)c(Cl)c2)cc1	1.6	3.9	-3.0	1.5	3.2	-2.7	-3.1	7.4	-10.9	0.1
O=C(COc1ccc(Cl)cc1Cl)NC(=O)c1ccccc1	-1.5	0.4	9.4	-0.2	2.4	-2.2	1.2	-0.1	4.2	-3.1
COc1ccc(C(=O)NNC(=O)CCc2nc3ccccc3c(=O)[nH]2)cc1	-1.6	-0.8	0.6	3.8	-3.3	1.9	2.1	2.2	2.8	-2.7
CCOC(=O)c1c(NC(=O)CSc2nnc(-c3c[nH]c4ccccc34)n2CCOC)sc2c1CCCC2	-2.2	-1.6	-1.9	-50.1	4.7	10.6	3.5	-3.5	5.0	2.2
Cc1ccc(OCCn2cc(/C(N)=N/O)c3ccccc32)cc1C	-2.8	0.7	3.4	-18.0	-1.9	1.2	2.3	0.1	-0.8	-0.7
CCc1ccc(NC(=O)N2CCN(C(=O)C3CCCO3)CC2)cc1 (stereo not given)	-2.1	0.2	10.2	8.1	-3.1	0.6	-1.2	3.8	-10.0	3.7
Cn1c(=O)c2cc(NC(=O)Nc3cccnc3)ccc2n1Cc1ccc(Cl)cc1	0.4	-2.2	-0.7	nt	2.5	5.0	0.5	3.6	11.6	-0.9
CCN(C(=O)COC(=O)c1ccccc1SCC(=O)N1CCCC1)C1CCS(=O)(=O)C1 (stereo not given)	0.4	-3.3	-5.8	7.0	-0.4	-6.4	-1.1	3.4	5.7	1.9
O=C(Nc1ccc(N2CCN(C(=O)c3ccccc3F)CC2)cc1)c1cncc(Br)c1	-4.6	1.1	-1.9	-4.7	-8.7	0.1	4.6	-7.2	-10.2	4.0
Cc1ccc([N+](=O)[O-])cc1S(=O)(=O)Nc1ccc(O)c(Sc2ncn[nH]2)c1	-1.0	15.8	-7.1	8.4	19.6	13.5	-5.4	1.8	6.0	2.5
COC(=O)c1sccc1NC(=O)Nc1ccc(C)cc1C	-0.9	-1.6	2.4	-7.2	-3.7	-4.2	-3.9	-1.5	-4.3	0.0
CC(C)(C)c1ccc(Oc2ccc(NC(=O)c3ccccc3C(=O)O)cn2)cc1	-0.4	-2.2	-4.1	nt	3.0	-3.6	-4.6	0.3	3.2	-0.6
CCOC(=O)CN1N=C(c2ccc(Cl)s2)CSC1=O	-0.4	1.7	2.5	-2.4	1.5	0.4	-7.5	-0.9	-3.1	-0.6
Cc1ccccc1CCN(C(=O)c1csnn1)C(C(=O)NC1CCCC1)c1ccco1 (stereo not given)	-1.9	-2.7	-4.0	-3.9	-5.3	-0.8	2.7	-4.2	-5.7	5.5
COc1ccc(C)cc1CN(C)c1ccc(S(=O)(=O)N2CCN(C)CC2)cn1	-3.1	-1.8	0.3	8.1	0.5	-3.1	-3.2	4.7	9.8	-2.4
CS(=O)(=O)c1ccc(-c2csc(C(O)(c3ccccc3)C(F)(F)F)n2)cc1 (stereo not given)	0.7	0.8	3.1	nt	-0.2	2.4	-6.7	-0.4	-21.5	-1.7
O=C(N/N=C/c1ccc(F)cc1)c1cc(-c2ccco2)nc2ccccc12	-0.7	28.1*	29.7*	12.8	4.4	45.0*	-30.5	18.6*	0.4	14.8*
NC(=O)C1CCN(CC(=O)Nc2ccccn2)CC1	3.1	5.0	-2.1	3.0	2.9	0.6	1.2	7.7	-9.5	2.2
Cn1c(=O)cc(SCC(=O)NCCCN2CCOCC2)c2ccccc21	0.5	1.0	-6.4	0.0	1.2	-3.3	0.2	7.7	-6.4	1.4
CCOc1ccc(S(=O)(=O)NCCC(=O)N(C)Cc2cccs2)cc1	-2.1	-0.6	-0.9	4.0	-4.2	-1.4	0.8	-0.6	-2.3	0.9

(list continues)
molecule	PG9 Ab binder	UHRF1 binding	TCR-CD3 inh	HTRA1 inhibitor	PRMT1 FP inh	rCAG RNA binder	Rev-erbA mod	MBD2 DNA inh	mABHD4 FP	LEDGF integ inh
COC(=O)c1sccc1NC(=O)CC1C(=O)NCCN1C(=O)c1c(F)cccc1Cl (stereo not given)	-2.4	-0.2	2.3	-0.1	-1.4	0.1	3.9	2.0	4.5	-3.4
Cc1ccc2c(c1)N(CC(=O)NCc1ccco1)C(=O)C(C(C)C)O2 (stereo not given)	-0.4	0.2	5.9	-4.5	-1.4	3.8	4.4	-3.7	-4.3	-0.9
CSc1sccc1/C=N/O	0.0	0.3	5.1	6.9	0.5	-2.0	3.7	1.3	0.9	-3.2
Cn1c(=O)c2c(nc(CN3CCN(c4cccc(Cl)c4)CC3)n2CCc2ccccc2)n(C)c1=O	-1.4	0.5	4.5	0.6	-1.7	2.8	-1.7	0.3	2.6	0.7
CC(C)c1nccn1S(=O)(=O)c1cccc([N+](=O)[O-])c1	-1.1	1.3	-2.9	-3.0	2.6	-1.6	-1.3	-0.9	12.2	-3.3
O=C(O)CCC(=O)Nc1ccc(Oc2ncnc3cc(Cl)ccc23)nc1	0.9	0.1	-11.3	nt	5.9	-0.3	2.6	-3.1	-4.5	2.8
CN(C(=O)c1cccc(NC(=O)Cc2ccc(NC(=O)C3CCCN(C(=O)C4CCC4)C3)cc2)c1)C1CCCC1 (stereo not given)	0.6	4.0	-7.1	0.9	-2.1	1.7	3.5	0.3	-3.3	3.8
CCN(CC)C(=O)c1sc(NC(=O)c2ccoc2C)c(C(=O)OC)c1C	1.1	3.0	-5.6	1.7	3.3	2.2	-0.3	-4.4	-1.4	2.3
CCOc1ccc(NC(=O)n2ncc3c(C)cccc32)cc1	1.2	0.6	2.5	-5.4	8.5	-0.6	2.0	-0.6	-1.0	2.2
COCc1cc(Sc2ccc(OC)cc2)nc(-c2ccccc2)n1	0.0	-1.5	4.9	-20.4	-1.5	-1.0	-2.5	2.6	-6.0	-2.3
O=C1NC[C@@H](CCCCN2C[C@H](Cc3ccc(O)cc3)N(CC3CCCCC3)C(=O)C2=O)N(CCc2ccccc2)C1=O	4.6	-0.2	-1.4	nt	-6.4	2.1	-2.8	-6.3	-11.7	3.2
CN(C)S(=O)(=O)c1ccc(C(=O)OCC(=O)NC(=O)NCc2ccccc2)cc1	-1.3	-1.5	0.6	4.0	1.2	-0.8	1.4	0.6	1.1	0.2
CC1(C)CC(=O)C2=C(C1)NC(SCC(=O)Nc1ccccc1)=C(C#N)C2c1ccco1 (stereo not given)	1.3	1.9	-2.0	-11.6	9.9	4.6	-2.9	-0.2	-1.6	-2.2
CC(=O)Nc1cccc(N/C(N)=N/c2nc(C)cc(C)n2)c1	-2.1	6.6	2.2	1.9	0.3	14.0	3.9	-0.2	3.5	2.1
CC1(C)CC2CC(C)(CN2S(=O)(=O)c2ccc(N)cc2)C1 (stereo not given)	-0.2	2.5	-3.5	-2.0	3.1	-2.9	-2.9	-1.5	0.5	-3.1
COc1ccc(N(C(=O)c2csnn2)C(C(=O)NC2CCCC2)c2cccs2)cc1 (stereo not given)	-1.3	-0.7	6.9	-2.5	-2.2	-3.1	-4.2	0.9	1.0	-4.3
Cc1nn(C)c(C)c1C1C(C#N)=C(N)OC2=C1C(=O)CC(C)(C)C2 (stereo not given)	0.6	-0.1	-2.3	4.4	0.2	-4.9	-4.4	-0.5	-5.2	-1.6
O=c1oc2cc(Br)ccc2n1CSC1=NCCS1	-2.8	2.6	0.0	-7.6	3.8	-2.2	-2.4	0.5	-2.4	3.1
CCN(c1ccccc1)S(=O)(=O)c1ccc(Cl)c(C(=O)NCC2CCCO2)c1 (stereo not given)	-1.2	2.5	3.1	0.6	-7.3	-3.5	2.7	-1.3	-2.0	7.4
COc1ccc(NS(=O)(=O)c2cccc3cccnc23)cc1	-1.9	4.3	2.1	-3.5	-1.7	-3.3	3.9	-1.6	-2.3	3.6
COc1ccc(OC)c(C2=Nn3c(nnc3-c3cccc(OC(C)C)c3)SC2)c1	-1.1	-0.6	10.8	-2.2	-1.3	0.4	7.0	0.5	-4.9	1.0
O=C1c2ccc(Br)cc2C(=O)N1c1ccc(Cc2ccncc2)cc1	-1.2	1.1	0.1	-5.5	0.3	-2.0	4.9	1.6	1.8	-3.3
O=S1(=O)C[C@H](N2CC[C@@H](O)C2)[C@@H](COCc2ccccc2)N1	-0.3	-1.5	-0.9	nt	-3.0	1.1	11.2	-3.8	-7.2	3.8

Whole records, quoted from the list:
CCN(c1ccccc1)S(=O)(=O)c1ccc(Cl)c(C(=O)NCC2CCCO2)c1 (stereo not given) is listed as PG9 Ab binder = -1.2; UHRF1 binding = 2.5; TCR-CD3 inh = 3.1; HTRA1 inhibitor = 0.6; PRMT1 FP inh = -7.3; rCAG RNA binder = -3.5; Rev-erbA mod = 2.7; MBD2 DNA inh = -1.3; mABHD4 FP = -2.0; LEDGF integ inh = 7.4
COC(=O)c1sccc1NC(=O)Nc1ccc(C)cc1C is listed as PG9 Ab binder = -0.9; UHRF1 binding = -1.6; TCR-CD3 inh = 2.4; HTRA1 inhibitor = -7.2; PRMT1 FP inh = -3.7; rCAG RNA binder = -4.2; Rev-erbA mod = -3.9; MBD2 DNA inh = -1.5; mABHD4 FP = -4.3; LEDGF integ inh = 0.0
